From PubChem BioAssay
TexasRed fluor – counter-screen for TRb-SRC2 inhibitors: fluorescence interference; AID 1479; Potency, µM (series often up to 106 µM), without a hit: at the top dose fluorescence change, negative = quenching; TRb/SRC2 Texas Red total fluorescence interference; 0.29% of 280,000 active; active = well fitted curve in either direction with a large enough effect; inconclusive = small, poorly fitted or top-dose-only effect
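Flags fluorescent or light-absorbing compounds by total fluorescence, S + 2P, at 555 nm excitation and 632 nm emission. Mixture: 20 nM Texas Red SRC2 peptide, 0.6 uM human TRb LBD, 1 uM T3, 5% DMSO; compound exposure 5 h at ambient temperature.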
Tau fibril ThT – inhibitors of human tau fibril formation, thioflavin T binding; P10636; recombinant tau K18 P301L, heparin-induced fibrillization, ThT fluorescence; Potency, µM (top dose mostly 57.4 µM), without a hit: at the highest dose activity, negative = inhibition, most hits filed as inhibitors; 2.1% of 270,000 active; AID 1460; note: nearly all actives have a fitted effect of over 55% in size
Target sequence (P10636 561-689 P618L limits assumed): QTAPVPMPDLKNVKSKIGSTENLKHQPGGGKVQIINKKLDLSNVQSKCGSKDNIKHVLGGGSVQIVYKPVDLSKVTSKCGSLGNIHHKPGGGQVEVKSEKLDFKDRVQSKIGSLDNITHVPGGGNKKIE
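Aggregation was driven by heparin (20 uM final) acting on recombinant tau […] bearing P301L in 100 mM sodium acetate pH 7; fibrils were detected with Thioflavin T.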
ALDH1A1 inh – blocks purified human ALDH1A1 activity | P00352 | 7.3% of 220,000 active | Potency, µM (doses to about 75.3 µM), without a hit: at the top dose activity, negative = inhibition, usual class: inhibitors | Purified ALDH1A1, NADH fluorescence, propionaldehyde substrate; active = well fitted inhibition curve with a large enough effect, not every such curve was filed as active; inconclusive = small, poorly fitted or top-dose-only effect, or another doubt; inactive = no such curve, though single readings can be large or run the other way;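 note: plate controls were no enzyme wells and a reference inhibitor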
Target sequence (P00352 whole entry, looked up): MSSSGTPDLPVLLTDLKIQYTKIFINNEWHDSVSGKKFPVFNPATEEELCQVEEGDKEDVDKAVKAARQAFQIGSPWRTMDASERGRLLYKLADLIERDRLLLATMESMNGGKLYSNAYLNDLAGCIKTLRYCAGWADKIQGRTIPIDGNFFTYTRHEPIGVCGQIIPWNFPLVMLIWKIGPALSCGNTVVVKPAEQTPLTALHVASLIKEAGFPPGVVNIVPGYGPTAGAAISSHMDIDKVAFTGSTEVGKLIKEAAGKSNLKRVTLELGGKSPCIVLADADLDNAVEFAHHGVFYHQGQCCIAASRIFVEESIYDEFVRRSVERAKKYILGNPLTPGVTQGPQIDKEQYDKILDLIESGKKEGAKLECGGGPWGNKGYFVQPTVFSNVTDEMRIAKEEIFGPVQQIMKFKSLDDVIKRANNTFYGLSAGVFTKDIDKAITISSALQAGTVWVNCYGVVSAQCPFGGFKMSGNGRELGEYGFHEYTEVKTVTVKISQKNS
Tau fibril FP – inhibitors of human tau fibril formation | Potency, µM (highest dose often 57.7 µM), inactives show top-dose activity, negative = inhibition, hits mostly inhibitors | P10636 | 0.39% of 280,000 active | K18 P301L tau heparin fibrillization, Alexa594 FP, 6 h; note: nearly all actives have a fitted effect of over 55% in size
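Human K18 P301L fragment (15 uM unlabeled plus 0.24 uM Alexa 594-labeled) in 100 mM sodium acetate pH 7 with compound, aggregation induced by 20 uM heparin for 6 hr at 37 C. ThT (30 uM) added for 1 hr, then Alexa 594 FP read.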
L3MBTL1 inh – inhibitors of human L3MBTL1; AID 485360; AlphaScreen L3MBTL1–H3K9me1 peptide binding; Q9Y468; Potency, µM (titrated, usually from 57.1 µM), without a hit: at the top dose activity, negative = inhibition, most hits filed as inhibitors; 0.66% of 230,000 active; note: nearly all actives have a fitted effect of over 60% in size
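Displacement of a biotinylated histone H3(1-15) peptide monomethylated at Lys9 (75 nM) from L3MBTL1 (50 nM) was measured by AlphaScreen after a 30 min room-temperature compound incubation; cefsulodin titration served as intraplate control.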
TRb SRC2 PPI – TRbeta-SRC2 interaction inhibition; P10828; TRbeta-SRC2 peptide binding, fluorescence polarization; receptor liganded with 1 µM T3; Potency, µM (doses to about 106 µM), for inactives: at the top dose activity change, negative = inhibition, usual class: inhibitors; 0.065% of 280,000 active; AID 1469;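 note: plate controls were bound peptide for no effect and peptide without receptor for full effect; nearly all actives have a fitted effect of over 50% in size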
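Compounds were added to 0.6 uM TRb ligand-binding domain and 20 nM Texas Red-labeled SRC2 peptide in Tris buffer containing 1 uM T3, incubated 5 hr at ambient temperature, then read by fluorescence polarization.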
aGal spleen mod – alpha-galactosidase A (human) modulation; P06280; human spleen homogenate, 4MU-alpha-Gal fluorescence, 40 min; Potency, µM (doses to about 80 µM), for the others: at the top dose activity change, negative = inhibition, usual class: inhibitors; 0.008% of 240,000 active; AID 2107;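 note: 0% = enzyme with vehicle and -100% = no enzyme basal signal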
Target sequence (P06280 32-429 limits assumed): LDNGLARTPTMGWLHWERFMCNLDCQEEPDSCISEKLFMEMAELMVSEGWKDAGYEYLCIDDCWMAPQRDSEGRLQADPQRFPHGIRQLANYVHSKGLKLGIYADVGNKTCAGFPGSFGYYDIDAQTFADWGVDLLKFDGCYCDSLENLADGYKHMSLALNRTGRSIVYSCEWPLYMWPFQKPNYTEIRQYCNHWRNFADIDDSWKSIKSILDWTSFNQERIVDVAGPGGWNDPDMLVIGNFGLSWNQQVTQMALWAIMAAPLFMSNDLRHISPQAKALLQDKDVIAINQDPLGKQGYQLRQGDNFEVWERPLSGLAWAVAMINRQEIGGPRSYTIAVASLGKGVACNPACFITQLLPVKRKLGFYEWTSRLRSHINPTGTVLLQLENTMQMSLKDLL
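Inhibition or activation of alpha-galactosidase in human spleen homogenate is scored by 4-MU fluorescence after 40 min at 37C, pH 5.0, with 1 mM substrate. AC50s come from concentration-response fitted to the Hill equation.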
Tau fluor counter – counter-screen for tau fibril formation inhibitors. tau K18 P301L (four-repeat tau fragment) Alexa594 fluorescence, heparin fibrillization. Potency, µM (doses to about 57.7 µM), without a hit: at the top dose activity change, negative = decrease. 0.93% of 280,000 active; note: nearly all actives have a fitted effect of over 55% in size
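Human K18 P301L tau (15 uM unlabeled plus 0.24 uM Alexa 594-labeled, final) in 100 mM sodium acetate pH 7 was mixed with compound and 20 uM heparin and incubated 6 hr at 37 C.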
* marks the source's active call; other numbers are inactive results; ? = inconclusive; . = no result given; [ ] = dose if it differs, or a comment. Unless noted, calls come from the whole dose curve; as a rule, active = well fitted curve in the direction sought with a large enough effect; inconclusive = small, poorly fitted or top-dose-only effect, or another doubt; inactive = no such curve, though single readings can be large; an effect the other way counts as inactive or inconclusive. Unless noted, % is set by controls: 0 for no effect and ±100 for the full control effect; potency is the fitted concentration of half-maximal effect.

Every second line gives: TexasRed fluor, Tau fibril ThT, ALDH1A1 inh, Tau fibril FP, L3MBTL1 inh, TRb SRC2 PPI, aGal spleen mod, Tau fluor counter
CCOC(=O)c1nn(-c2ccccc2)c(=O)cc1SC(C)CC (stereo unspecified)
→ -0.5%, -1.0%, -6.5%, 4.6%, -0.4%, -6.9%, -5.1%, -6.6%
COc1ccc(/C=N/Nc2ccccn2)cc1O
→ -9.3%, ?, ., 9.1%, -4.5%, 0.4%, -1.5%, -13.9%
CC(C)C(=O)N(Cc1ccccc1)c1ccccn1
→ 1.6%, 3.9%, 1.7%, -5.6%, ., -2.7%, 6.5%, 0.6%
C=C(C)COc1ccc(-c2n[nH]c(C)c2-c2ccc(OC)c(OC)c2)c(O)c1
→ -0.5%, -9.5%, ., -10.5%, -27.6%, 4.1%, -1.0%, 14.1µM*[quencher]
COc1ccc(CCNC(=O)C(=O)Nc2nccs2)cc1OC
→ 2.3%, -8.8%, 2.6%, 4.3%, 2.0%, -26.4%, 7.4%, -8.4%
Nc1ccc(S(=O)(=O)c2ccc(Cl)cc2)cc1
→ 1.1%, -9.5%, 3.0%, -7.3%, ., -6.1%, -6.9%, -9.1%
COc1ccc(CNc2ncnc3c2[nH]c2cc(OC)c(OC)cc23)cc1
→ -3.8%, ?, ., ?, -3.1%, -5.2%, -10.8%, 10µM*[quencher]
CC1=C(C(=O)N2CCCC(CCC(=O)NCc3ccc(F)c(F)c3)C2)OCCO1 (stereo unspecified)
→ -1.0%, -8.4%, ?, -2.0%, -1.7%, 3.7%, -3.3%, -11.0%
CC(O)[C@H]1CNC(=O)C(=O)N1CC1(c2ccccc2)CC1 (stereo partly specified)
→ -3.4%, 5.9%, ., 6.0%, ., 1.1%, -1.8%, 1.9%
O=c1c(-c2nc3ccccc3s2)cccn1Cc1ccccc1
→ -2.0%, -4.8%, ?, -14.4%, 86.7%[activator], -9.2%, ?, -23.4%
Cc1ccccc1CNC(=O)c1sc2ncnc(N(C)C3CCCCC3)c2c1C
→ 3.1%, -8.6%, ., 1.5%, ., -1.7%, ., -6.7%
CCOC(=O)COc1ccc2c(c1)C(=O)CC1(CCN(C(C)=O)CC1)O2
→ 1.8%, -5.7%, ?, -1.9%, -4.4%, -1.3%, 15.7%, -7.1%
CC(C)c1ccc(-c2nc(N3CCCC3)nc3n[nH]c(N)c23)cc1
→ -0.7%, -0.7%, -2.2%, 10.6%, -4.8%, -2.8%, -9.1%, -13.2%
CCOC(=O)N1CCN(C(=O)c2c(N)no[n+]2[O-])CC1
→ -1.9%, 25.1µM*, -0.2%, ?, 14.9%, -6.9%, -7.5%, -11.0%
COc1cc(C(=O)NCc2ccc(OCCN(C)C)cc2)cc(OC)c1OC
→ -1.3%, 3.7%, 2.6%, 5.9%, 1.2%, -9.3%, 5.6%, 2.4%
O=C(Cn1c(=O)n(Cc2cccs2)c(=O)c2cccnc21)Nc1ccccc1F
→ -4.3%, 8.0%, ., ?, ., 1.7%, ., -11.4%
CCOC(=O)c1c(C)nc2sc3c(=O)n(-c4ccc(C(C)=O)cc4)nnc3c2c1-c1ccc(Cl)cc1
→ 0.5%, -7.9%, 7.7%, -7.6%, 12.2%, -15.6%, -2.9%, -11.2%
O=C(O)Cn1c(CC(=O)N2CCCC2)nc2ccccc21
→ 0.9%, 3.6%, 8.7%, -4.4%, ., -2.6%, 1.1%, -5.2%
C=C1CCN([C@@H](C)C(=O)NCc2ccc(OC)cc2)S(=O)(=O)c2ccccc21
→ -6.8%, -8.9%, ., -4.6%, ., -4.2%, -3.6%, -11.9%
Cc1[nH]nc2c1C(c1cccs1)C(C#N)=C(N)O2 (stereo unspecified)
→ 0.4%, -8.5%, 1.8%, -1.6%, -1.6%, 0.4%, -4.4%, -6.3%
Cc1ncoc1C(=O)Nc1ccccc1-c1ccccc1
→ -1.4%, -5.9%, -10.4%, -1.2%, -1.2%, 4.6%, -6.4%, -5.0%
CCCCC(=O)NC(=S)Nc1nnn(CCC)n1
→ -0.1%, 3.3%, 0.501µM*, 2.2%, 14.1%, -3.8%, -7.3%, 5.5%
O=C(c1cccc(F)c1)N1CCN(c2ccc([N+](=O)[O-])c(N3CCCCC3)c2)CC1
→ 1.6%, ?, 8.91µM*, 7.6%, -20.8%, 3.3%, -0.4%, -12.7%
COc1ccc(CCNC(=O)CSc2nc(C)nc3c2oc2ccccc23)cc1OC
→ 2.6%, 1.1%, -11.9%, -10.6%, 1.0%, -0.1%, 2.1%, 2.6%
CN(C)c1ccc(C(CN)c2c[nH]c3ccccc23)cc1 (stereo unspecified)
→ -1.3%, ?, 15.8µM*, 18.0%, ?, -8.8%, -21.5%, ?
CC(=O)C(Cc1cccc(F)c1)(Cc1cccc(F)c1)C(C)=O
→ -3.6%, 0.9%, -0.9%, -3.1%, -0.7%[11.4 µM], -4.7%, -9.6%, -11.5%
CCC(CC)c1nn2c(=O)cc(COc3ccc(NC(=O)c4cccc(C)c4)cc3)nc2s1
→ 0.2%, ?, ., -8.6%, ., -3.7%, ., -15.1%
CC1=C(C(=O)Nc2ccccc2)C(c2ccc(C(=O)O)cc2)n2ncnc2N1 (stereo unspecified)
→ 2.4%, 8.2%, ., -5.0%, ., -1.5%, ., 2.6%
Cc1n(N)c2ccccc2[n+]1CC(=O)c1ccccc1
→ -1.0%, 2.4%, 4.6%, 4.1%, -2.5%, -6.0%, 0.2%, 2.1%
O=C(Nc1ccc(NC(=O)C2CCCCC2)nc1)c1ccccn1
→ -2.4%, -15.0%, ?, -1.2%, 0.8%, -3.1%, -22.6%, -7.7%

Full records as entered above. Values in the order: TexasRed fluor | Tau fibril ThT | ALDH1A1 inh | Tau fibril FP | L3MBTL1 inh | TRb SRC2 PPI | aGal spleen mod | Tau fluor counter
CCOC(=O)c1nn(-c2ccccc2)c(=O)cc1SC(C)CC (stereo unspecified) as listed: -0.5% | -1.0% | -6.5% | 4.6% | -0.4% | -6.9% | -5.1% | -6.6%
CC1=C(C(=O)Nc2ccccc2)C(c2ccc(C(=O)O)cc2)n2ncnc2N1 (stereo unspecified) as listed: 2.4% | 8.2% | . | -5.0% | . | -1.5% | . | 2.6%
Cc1ccccc1CNC(=O)c1sc2ncnc(N(C)C3CCCCC3)c2c1C as listed: 3.1% | -8.6% | . | 1.5% | . | -1.7% | . | -6.7%

Additional results:
Every second line gives: TexasRed fluor, Tau fibril ThT, ALDH1A1 inh, Tau fibril FP, L3MBTL1 inh, TRb SRC2 PPI, aGal spleen mod, Tau fluor counter
Cn1c(SC(C(=O)Nc2ccc(F)cc2)c2ccccc2)nc2ccccc21 (stereo unspecified)
→ 0.7%, -11.1%, 3.7%, ?, -0.9%, 2.4%, 1.2%, ?
O=C(N/N=C/C=C\c1ccco1)c1ccccn1
→ -1.8%, ?, ., ?, 28.2µM*, -7.1%, 3.3%, -18.6%
Cc1ccc(NC(=O)Nc2ccc3snnc3c2)cc1C
→ 0.3%, 3.5%, ., ?, ., 2.2%, ., ?
C/C(=N\NC(=O)CO/N=C(\C)c1cccs1)c1ccc(N)cc1
→ -2.5%, ?, 1.8%, 10.9%, -12.1%, 0.5%, 5.1%, -13.0%
Cc1ccc(Nc2ccc(N3CCN(C(=O)c4ccc([N+](=O)[O-])cc4Cl)CC3)nn2)cc1
→ -3.9%, ?, ., 4.8%, ., -3.1%, ., ?
Cc1cc(N2C(=O)C(O)=C(C(=O)c3ccco3)C2c2ccc(O)cc2)no1 (stereo unspecified)
→ 1.5%, -20.3%, -0.8%, -2.8%, 5.1%, -14.8%, -8.6%, -7.4%
COC(=O)C1=C(C)NC(=O)/C1=C\c1cc(C)n(-c2ccccc2)c1C
→ -4.1%, 12.6µM*, 25.1µM*, 3.8%, ., 0.2%, -9.2%, ?
CCOc1ccc(/C=C(\C#N)c2nc(-c3cc4ccccc4oc3=O)cs2)c(OCC)c1
→ ?, -6.4%, ., 1.8%, ., -6.4%, ., -4.2%
O=C(CC1N=C2c3ccccc3N=C(SCC(=O)Nc3ccccc3F)N2C1=O)NCc1cccs1 (stereo unspecified)
→ -0.1%, -16.8%, ., 1.2%, ., -4.2%, ., -13.9%
COc1cccc(CN2C(=O)CCC2(C)C(=O)NC2CCCC2)c1 (stereo unspecified)
→ -0.8%, -8.9%, 1.1%, 2.5%, ., -8.7%, -0.7%, -4.0%
O=C(O)CCCC(=O)Nc1cccc2cccnc12
→ -0.2%, -8.3%, -4.3%, 6.4%, 4.0%, 2.7%, 4.5%, -10.6%
COc1ccc2nc(SCC(=O)NC3CCCc4ccccc43)[nH]c2c1 (stereo unspecified)
→ -0.6%, -13.8%, -0.5%, 5.3%, 4.7%, 2.4%, 8.6%, ?
CC1CCCCN1CC(=O)Nc1ccc(Oc2ccccc2)cc1 (stereo unspecified)
→ -0.7%, -2.7%, -1.4%, 3.3%, ., 0.9%, 2.7%, -5.5%
CCOC(=O)c1c(NC(=O)COC(=O)CNC(=O)c2ccco2)sc(C(C)=O)c1C
→ -1.0%, -8.5%, -5.7%, -7.4%, 7.7%, -3.7%, -0.1%, -8.1%
O=C(NCC1COc2ccccc2O1)c1c[nH]c2ccc(S(=O)(=O)N3CCOCC3)cc2c1=O (stereo unspecified)
→ -4.4%, -10.5%, 3.6%, 2.5%, -5.0%, 2.5%, -6.0%, -6.5%
CCn1c2ccccc2c2cc(/C=N/NC(=O)c3cccc(C)c3)ccc21
→ 0.3%, ?, ?, 4.4%, 7.7%, 10.0%, 1.6%, -28.9%
N#C/C(=C/c1ccc(-c2ccccc2)o1)c1nc(-c2cccs2)cs1
→ -5.4%, -10.3%, ?, -1.1%, 70.8%[activator], -9.8%, -4.8%, -16.3%
COc1ccc(CNC(=O)COc2cc(=O)n(C)c3ccccc23)cc1
→ -0.9%, -2.2%, 2.8%, -3.9%, ., -1.7%, -3.8%, -2.9%
O=C(NCc1ccccc1F)C1CCN(C(=O)c2sccc2-n2cccc2)CC1
→ -1.0%, 0.9%, 2.51µM*, -0.5%, ., -3.6%, -11.7%, -4.5%
O=C(Nc1ccccc1)N1CC=C(c2ccccc2)CC1
→ -1.9%, -24.5%, ?, -0.8%, ., -4.0%, 2.6%, -8.3%
CCc1ccccc1NC(=O)CSc1nnc([C@@H](N)Cc2ccccc2)o1
→ 0.9%, ?, ?, -7.6%, 2.3%, -5.6%, 21.9%, -17.3%
Cc1ccc(-c2nc3ccccc3nc2Cl)cc1
→ -1.3%, -5.1%, 3.0%, -5.0%, 42.6%[activator], 4.6%, -8.4%, -4.7%
